Source: PubChem (Icahn School of Medicine at Mount Sinai)
ROC1-CUL1 inh: human ROC1-CUL1 E3 ligase inhibition | P62877+Q13616 | in vitro K48 di-Ub FRET, acceptor:donor ratio, 45 min | inhibition, % at 10 µM | actives 0.6% (n = 140,000) | AID 1347404; in the data active = inhibition above about 25%
Target sequence (P62877 whole entry, looked up): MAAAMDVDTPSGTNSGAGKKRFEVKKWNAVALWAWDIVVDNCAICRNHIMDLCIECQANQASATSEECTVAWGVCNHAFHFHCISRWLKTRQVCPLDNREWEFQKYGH
Target sequence (Q13616 whole entry, looked up): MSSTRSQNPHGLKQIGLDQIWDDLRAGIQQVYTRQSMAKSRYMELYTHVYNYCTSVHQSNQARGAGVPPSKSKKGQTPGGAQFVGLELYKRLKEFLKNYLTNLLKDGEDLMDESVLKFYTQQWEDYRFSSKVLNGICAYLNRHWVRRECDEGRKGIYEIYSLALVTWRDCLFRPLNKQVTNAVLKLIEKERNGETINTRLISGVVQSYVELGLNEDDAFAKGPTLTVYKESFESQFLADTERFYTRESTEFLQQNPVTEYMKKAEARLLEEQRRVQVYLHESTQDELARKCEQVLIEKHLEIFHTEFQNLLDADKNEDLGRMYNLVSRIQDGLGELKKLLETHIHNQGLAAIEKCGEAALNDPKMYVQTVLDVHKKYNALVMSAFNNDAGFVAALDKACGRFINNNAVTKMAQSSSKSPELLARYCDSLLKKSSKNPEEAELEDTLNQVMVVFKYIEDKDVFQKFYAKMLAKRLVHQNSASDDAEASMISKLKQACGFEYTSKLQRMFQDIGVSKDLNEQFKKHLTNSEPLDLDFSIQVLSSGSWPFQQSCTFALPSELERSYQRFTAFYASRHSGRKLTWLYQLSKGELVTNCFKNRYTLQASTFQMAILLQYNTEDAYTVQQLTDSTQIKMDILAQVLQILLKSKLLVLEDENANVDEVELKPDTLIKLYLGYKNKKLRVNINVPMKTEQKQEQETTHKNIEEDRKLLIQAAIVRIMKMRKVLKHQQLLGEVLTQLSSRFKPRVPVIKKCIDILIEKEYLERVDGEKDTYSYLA
The depositor's hits bear a star. An excerpt; rates above refer to the full screens.

SMILES	ROC1-CUL1 inh
CC1=NN(c2ccc(C)cc2)C(=O)/C1=C\c1ccc(OC(C)C)cc1	7
COCCn1cnc2cc(NC(=O)C3CCCCC3)cc(C(=O)N(C)C(C)c3nc(C)cs3)c21 (stereo not given)	4
CCN1C(C(=O)c2ccccc2)C(=NC(=O)c2ccc(Cl)cc2)c2ccccc2S1(=O)=O (stereo not given)	5
OCc1ccc(-c2cc(Cl)cc(Cl)c2)o1	-5
Cc1ncc(CN2CCC(n3cc(-c4ccc(F)cc4)nn3)CC2)cn1	5
Cc1nonc1CN(C)C(=O)c1cc(Cn2ccc3ccccc32)[nH]n1	5
CCOC(=O)N1CCN(C(=O)NC)CC1	-7
COC(=O)c1ccc(NC(=O)c2cccc3c(Br)cccc23)cc1	-2
CCOC(=O)c1c(NC(=O)COc2cccc(Br)c2)sc2c1CCC2	7
CCC(Cc1ccccc1)NC(=O)Cn1ncc2c3ccccc3n(Cc3ccccc3)c2c1=O (stereo not given)	-16
CCOc1ccc(S(=O)(=O)N2CCC(Cc3ccccc3)CC2)cc1	59*
COc1cc(OC)c(NC(=O)c2nc(-c3ccncc3)no2)cc1Cl	-1
CCC1=NN2C(=N)/C(=C/c3cc(Cl)c(OC(=O)c4cccs4)c(OC)c3)C(=O)N=C2S1	5
COc1ccc(C)cc1NC(=O)c1cc2c(s1)-c1ccccc1SC2	6
CCCc1sc(C(=O)N2CCC3(CC2)OCCO3)cc1Br	-2

Laid out differently: results already given.
Compound,ROC1-CUL1 inh
CCOC(=O)c1c(NC(=O)COc2cccc(Br)c2)sc2c1CCC2,7
COCCn1cnc2cc(NC(=O)C3CCCCC3)cc(C(=O)N(C)C(C)c3nc(C)cs3)c21 (stereo not given),4

New compounds follow:
SMILES	ROC1-CUL1 inh
Cc1c(CNCc2ccc(Cl)cc2)c(C(=O)O)c(C)n1Cc1ccc(F)cc1	-1
NC(=O)c1cc(S(=O)(=O)NCc2cccc(Br)c2)cs1	11
CN(C)C1(C(=O)N2CCNC(=O)CC2)Cc2ccccc2C1	-4
CCCCN1CC(c2nc3ccccc3n2CCCCOc2cc(C)ccc2C)CC1=O (stereo not given)	-2
CCOc1ccccc1CNc1nc2n(n1)C(=O)C(CC(=O)OC)C(C)=N2 (stereo not given)	-6
COc1ccc(-c2csc(=Nc3cccc(C)c3)n2CCO)cc1	-8
COC(=O)c1cccc(=S)n1C	4
O=CN1CCCN(c2nc3nonc3nc2NCc2ccccc2)CC1	4
CCCNC(=O)C(C)n1nc(C)c2c(C)n(-c3ccccc3)nc2c1=O (stereo not given)	-14
CCCNC(=O)c1ccc(OC)c(S(=O)(=O)NCC)c1	2
O=C(NCc1cccnc1)C(=O)NCC(c1cccnc1)N1CCN(c2ccccc2)CC1 (stereo not given)	0
CC(=O)c1c(C)oc2c(Cl)cc(NS(=O)(=O)c3ccc(Cl)cc3)cc12	1
Cc1cc(C)cc(OCCn2c(C3CC(=O)N(c4ccccc4Cl)C3)nc3ccccc32)c1 (stereo not given)	-7
COc1ccccc1CNCc1ccc(C(=O)O)s1	7
COc1ccc(-n2nc3ccc(NC(=O)c4ccc(C#N)cc4F)cc3n2)cc1Cl	-6

An excerpt of these results, with bars between the fields:
SMILES | ROC1-CUL1 inh
COc1ccc(-c2csc(=Nc3cccc(C)c3)n2CCO)cc1 | -8
O=CN1CCCN(c2nc3nonc3nc2NCc2ccccc2)CC1 | 4

The listing picks up; the six compounds before the break are reprinted first.
SMILES	ROC1-CUL1 inh
CCCNC(=O)c1ccc(OC)c(S(=O)(=O)NCC)c1	2
O=C(NCc1cccnc1)C(=O)NCC(c1cccnc1)N1CCN(c2ccccc2)CC1 (stereo not given)	0
CC(=O)c1c(C)oc2c(Cl)cc(NS(=O)(=O)c3ccc(Cl)cc3)cc12	1
Cc1cc(C)cc(OCCn2c(C3CC(=O)N(c4ccccc4Cl)C3)nc3ccccc32)c1 (stereo not given)	-7
COc1ccccc1CNCc1ccc(C(=O)O)s1	7
COc1ccc(-n2nc3ccc(NC(=O)c4ccc(C#N)cc4F)cc3n2)cc1Cl	-6
CCOC(=O)c1ccc(N=c2sc(C=C3C=Nc4ccccc43)c(O)n2CC)cc1	1
Cc1nc(/N=C(\N)Nc2ccc(C(C)C)cc2)[nH]c(=O)c1C	6
CCN(CC)S(=O)(=O)c1ccc2c(c1)C(=C(C#N)C#N)c1cc(S(=O)(=O)N(CC)CC)ccc1-2	-2
c1ccc2oc(NCCCCNc3nc4ccccc4o3)nc2c1	-1
COc1ccc(Br)c(C(=O)Nc2cc3c(cc2N2CCCC2)n(C)c(=O)c(=O)n3C)c1	-5
CCOC(=O)N=c1ssc(=NC(=O)OCC)n1Cc1ccccc1	3
Cc1oc(-c2ccc(NS(=O)(=O)Cc3ccccc3)cc2)nc1CNC(=O)c1ccnn1C	5
CC(C)n1c(/C=C(/OC(=O)c2ccc(Br)cc2)c2ccc(Br)cc2)nc2ccccc21	-2
OC(Cc1ccccc1)c1ccc2c(c1)CN(CC#Cc1ccccc1)CCO2 (stereo not given)	2
Cc1cc2nc(NCCCO)n(CC(=O)c3ccc(Br)s3)c2cc1C	-12
CN(C)C1=NC(=O)N=C2NC(=O)C=NC21 (stereo not given)	-3
O=C(CN1C(=O)COc2ccc(S(=O)(=O)N3CCOCC3)cc21)N1CCN(c2ccc(Cl)cc2)CC1	6
OCC1CCN(c2ncc3c(n2)CCCC3NCc2ccc3c(c2)CCO3)CC1 (stereo not given)	1
O=C(Cn1c(=O)c2cccn2c2ccc(F)cc21)N1CCN(c2ccc(F)cc2)CC1	-11
COC(=O)c1c(NC(NC(=O)c2cccs2)C(Cl)(Cl)Cl)sc2c1CCCC2 (stereo not given)	2

Part of the list above in order of SMILES length, highest first.
SMILES	ROC1-CUL1 inh
CCN(CC)S(=O)(=O)c1ccc2c(c1)C(=C(C#N)C#N)c1cc(S(=O)(=O)N(CC)CC)ccc1-2	-2
O=C(CN1C(=O)COc2ccc(S(=O)(=O)N3CCOCC3)cc21)N1CCN(c2ccc(Cl)cc2)CC1	6
COc1ccc(Br)c(C(=O)Nc2cc3c(cc2N2CCCC2)n(C)c(=O)c(=O)n3C)c1	-5
OCC1CCN(c2ncc3c(n2)CCCC3NCc2ccc3c(c2)CCO3)CC1 (stereo not given)	1
OC(Cc1ccccc1)c1ccc2c(c1)CN(CC#Cc1ccccc1)CCO2 (stereo not given)	2
Cc1cc2nc(NCCCO)n(CC(=O)c3ccc(Br)s3)c2cc1C	-12

Carrying on:
SMILES	ROC1-CUL1 inh
CCOC(=O)C1CCCN(C(=O)CCc2nnc(-c3ccc(C(C)=O)s3)o2)C1 (stereo not given)	-1
O=C1NN=C(c2ccccc2)C(CC(=O)c2cccs2)N1 (stereo not given)	7
COc1ccccc1C(=O)N[C@@H]1c2ccccc2C2(CCN(Cc3cc(F)ccc3F)CC2)[C@H]1OC	14
CCNS(=O)(=O)c1ccc(OC)c(C(=O)Nc2ccccc2C)c1	-1
O=c1c2c3c(sc2nnn1CCCCOc1ccc(Cl)cc1)CCCC3	-2
O=C(C1CC1)N1CCN(Cc2c(Cl)cccc2Cl)CC1	7
Clc1ccc(-c2cn3cc(Br)ccc3n2)cc1	0
COc1ccc(CCN2CCCC(CN(C)C(=O)c3ccc(C)nc3)C2)cc1 (stereo not given)	-2
O=C1CSC(=O)N1CNc1ccc(F)cc1F	-2
Cn1nccc1C(=O)N1CCCC(CCc2ccccc2)C1 (stereo not given)	-8
O=C(Cc1cccnc1)N1CCc2onc(-c3ccc(F)c(F)c3)c2C1	6
Cc1cccc(-c2nc(C#N)c(N3CCN(c4ccccc4)CC3)o2)c1	0
CCOC(=O)c1ccc(NC(=S)NC2CCCC2)cc1	-6
COc1ccc(CC(=O)Nc2nnc3n2CCS3)cc1OC	-3
CC(C)(C)c1cc(/C=N/Nc2cnccn2)cc(C(C)(C)C)c1O	-6
CCCOC(=O)C1C2C=CC(C2)C1C(=O)OCC(=O)c1ccccc1 (stereo not given)	5
Cc1nc2ncc3c(=O)n(Cc4ccccn4)ccc3n2n1	1
COc1ccccc1CNC(=O)CCSc1ccc(Cl)cc1	7
Cc1ccc(N2C(=O)c3ccccc3NC2c2ccc(Cl)cc2Cl)cc1C (stereo not given)	-1
CC1C(=NC(=O)c2cc3nc4c(c(C(F)(F)F)n3n2)CCc2ccccc2-4)C(=O)N(c2ccccc2)N1C (stereo not given)	4
CCCc1cc(=O)n2[nH]c(NC(=O)c3ccccc3Cl)nc2n1	3
Cn1c(=O)c2c(SCC(=O)NCc3ccco3)nc(-c3cccc(F)c3)nc2n(C)c1=O	10
O=c1c2ccccc2c(-c2cccc([N+](=O)[O-])c2)nn1-c1cccc(C(F)(F)F)c1	-3
Cc1ccc(C(=O)N=C2CC(=O)N(C)C(=O)N2C)o1	2
CCCCCn1c(CNC(=O)c2ccc(F)cc2)nc2ccccc21	-7
COc1ccc(CCNC(=O)CCCn2c(=O)c3ccccc3n(CC(=O)Nc3c(C)cc(C)cc3C)c2=O)cc1OC	5
Cc1sc(NC(=O)c2ccc(Cl)cc2)c(C(N)=O)c1-c1ccccc1	2
O=C1C=C(c2ccccc2)CC(/C=C/c2ccccc2)C1 (stereo not given)	-7
Cc1ccccc1-n1ncc2c1CC(C)(C)CC2NCc1ccccc1O (stereo not given)	-2
CC1(C)CC(=O)c2cnn(-c3nc4ccccc4s3)c2C1	-7
COc1ccc(-c2cc(C(F)(F)F)c(C#N)c(SCC(=O)O)n2)cc1OC	1
Cc1ccc(CNC(=O)c2ccccc2C(=O)NCc2ccc(C)cc2)cc1	-4
Cc1ccc(NC(=O)CSc2ncn(-c3ccccc3)n2)c(C)c1	1
CC(C)(C)n1ncc(OCC(=O)c2ccc(Cl)cc2)c(Cl)c1=O	5
CCCCc1nn2c(=O)cc(COC(=O)c3ccc(NC(=O)c4ccccc4C)cc3)nc2s1	4
O=C(NCC1CCN(Cc2ccccc2F)CC1)Nc1ccc(F)c(Cl)c1	2
Cc1ccc(C)c(NC(=O)c2cnc(N3CCCC3)nc2C)c1	-5
Cc1cccc(Nc2ccc([N+](=O)[O-])c3nonc23)c1C	7
Cc1cccc(OCC(=O)NCCc2nc3ccccc3[nH]2)c1C	7
COc1ccc(C(=O)Nc2nnc(S(=O)(=O)N(C)c3ccc(C)cc3)s2)cc1	1
CCOC(=O)C1(CCOC)CCCN(Cc2cc(Cl)c(O)c(OC)c2)C1 (stereo not given)	11
CC1(C)C(=O)C2(C(=O)Nc3ccccc3Br)CCC1C2 (stereo not given)	4
O=C1NN(c2ccc(I)cc2)C(=O)/C1=C\c1ccccc1	3
CC1=CC(=O)C(C(c2ccccc2)N2CCCCC2)C(=O)N1Cc1ccco1 (stereo not given)	-8
CSc1ccc(CCNC(=O)c2cc3n(n2)CCCN(Cc2ccc(C)cc2)C3=O)cc1	0
O=C(O)C1C2C=CC(C2=C(c2ccccc2)c2ccccc2)C1C(=O)Nc1ccccn1 (stereo not given)	2
COC(=O)c1ccccc1NC(=O)c1ccc(COc2cc(C)cc(C)c2)o1	-6
Cc1ccccc1C1(CC(=O)N2CCCN(c3ncccn3)CC2)CC(=O)N(Cc2ccccc2)C1=O (stereo not given)	7
CCOC(=O)NC(=S)Nc1ccc(OC(F)F)cc1	7
Cc1cc(C)c(C#N)c(SCC(=O)NCc2ccc3c(c2)OCO3)n1	3
CCN(CC)CCNC(=O)C1CCN(C(=O)c2cnn(-c3ccccc3)c2-n2cccc2)CC1	1
C=C(C)COc1ccc(NC(=O)C2CC2)cc1	19
COc1ccc(O)c(/C=N/Nc2nc(C)cc(-c3ccccc3)n2)c1	0
CC(C)(O)C#Cc1ccc(C(=O)NCc2ccncc2)cc1	-5
COc1ccc(Cl)cc1NC(=O)c1cc(-c2ccc3c(c2)OCO3)on1	-8
COC(=O)c1sccc1N=CC1C(=O)N(Cc2ccco2)C(=O)N(C(C)C)C1=O (stereo not given)	4
Cc1ccc(-c2nnc(Oc3ccc4ccc(=O)oc4c3)c3ccccc23)cc1C	0
COc1cc(NC(=S)N2CCC(C(N)=O)(N3CCCCC3)CC2)c(OC)cc1Cl	-5
